T cell HTS = T cell immune modulation candidate | 2C CD8+ T cell-vesicle binding, flow cytometry; hits give low values | calls only at 7 µM | actives 0.068% (n = 330,000);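 active means response, share of CD8 T cells binding vesicles, and their 90th percentile fluorescence all below set limits, cut at about 80% in these data, passing the limit was not always enough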
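Material: 2C TCR transgenic mouse naive CD8+ T cells, MACS-purified. Also added: QL9-charged Drosophila Ld/ICAM-1/B7-1 vesicles. Timing: binding 1.5 h at 37 °C. Measured by: high-throughput flow cytometry with anti-B7-1 and anti-CD8 staining. Read-out: percent CD8+ FL2 mean versus row control. Controls: Unloaded micro-vesicles (low), QL9 vesicles with 0.7% DMSO (high).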
MT stabilize HCS = stabilizes microtubules in HeLa cells. % tubulin-high responders, % at 10 µM. actives 0.83% (n = 200,000). AID 2205. HeLa tubulin immunostaining HCS, 24 h; share of cells brighter than vehicle mean+2SD;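 active means plate Z-score above 3 for both tubulin-high and condensed-nucleus cell shares, with cell loss under 80%, at 10 µM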;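 further: anti alpha tubulin signal scored within the nucleus-defined area of each cell; some results filed as inactive read as strong as hits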
Dynein cargo inh = blocks dynein driven cargo transport along microtubules | z-score, hits read low | actives 0.47% (n = 220,000) | 3617.4 mouse cells, GR-EGFP nuclear translocation imaging; test concentration mostly 20 µM; stimulated with dexamethasone, 1 µM; hits give low values | AID 1381;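 active means plate z-score of nuclear minus cytoplasmic receptor signal below a set negative limit, without overly bright fluorescence or cell loss, cut at about -3.5 in these data, passing the limit was not always enough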;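 further: z-score of nuclear minus cytoplasmic ring GR-EGFP intensity difference per well; some compounds called inactive have numbers as strong as hits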
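Buffer or medium: tet-free, stripped-serum medium; reagent: dexamethasone at 1.0 µM final, 30 min; incubation: 48 h induction, 1 h compound, 30 min dex at 37 °C; measured by: formaldehyde fixation, Hoechst nuclear stain, 10x automated fluorescence imaging; read-out: nuclear-to-cytoplasmic GR-EGFP distribution per well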
WT yeast gro inh = growth inhibition of WT yeast, mitochondrial fusion screen; actives 2.1% (n = 190,000); inhibition, % at 10 µM; mitochondrial fusion phenotypic screen, WT strain; in the data active means inhibition above about 58%; tested in S. cerevisiae
Autophagy mod = autophagy modulation, high-content screen | MEF GFP-LC3 puncta imaging; test concentration mostly 10 µM | calls only at 10 µM (by protocol) | actives 0.98% (n = 190,000);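 active means percentage of spot-positive cells more than 3 SD above its plate mean, without a fluorescence outlier flag or 80% toxicity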;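 further: spot-positive cell cutoff set from DMSO-treated cells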
M17LAP inhibition = P. falciparum M17LAP inhibitors, primary screen, biochemical, fluorogenic H-Leu-NHMec substrate, 1536-well (AID 1619); one-dose inhibition, % at 30 µM; IC50 in µM for titrated hits; actives 0.38% (n = 220,000); recombinant M17LAP, H-Leu-NHMec fluorogenic kinetic assay; higher % means a stronger effect;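 active means compound inhibiting the enzyme by more than half at any dose during confirmatory dose-response retesting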;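 further: plate controls were full reaction with DMSO carrier for no effect and no enzyme background for full effect; strong numbers were not always called active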
M1AAP inhibition = P. falciparum M1AAP inhibitors, biochemical, fluorogenic H-Leu-NHMec substrate, 1536-well (AID 1445); recombinant M1AAP, H-Leu-NHMec fluorogenic kinetic assay; higher % means a stronger effect; actives 0.42% (n = 220,000); inhibition, % at 30 µM, or IC50 in µM where a hit was titrated;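 active means primary inhibition above the hit cutoff, then over 50% inhibition at one or more dose response concentrations, cut at about 23% in these data, passing the limit was not always enough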;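 further: plate controls were DMSO full reaction for no effect and no enzyme background for full effect; strong numbers were not always called active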
b-catenin transl = alters nuclear translocation of beta-catenin in HeLa cells. actives 0.3% (n = 190,000). AID 1665. immunofluorescence imaging. nuclear translocation activity, % at 5 µM;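 active means nuclear translocation activity above 50% at 5 µM, with a well cell count of 50 or more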;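 further: per-cell ratio of nuclear to cytoplasmic median beta-catenin stain intensity; plate controls were DMSO negative control for no effect and GSK-3 inhibitor IX positive control for full effect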
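Assay system: human HeLa cells, native beta-catenin; doses: 5 µM primary, 0.02–20 µM confirmation; incubation: compound treatment 24 h, 37°C, 5% CO2; technique: fluorescence imaging of beta-catenin antibody stain plus DAPI; measure: % activation, nuclear-to-cytoplasmic median beta-catenin signal ratio per cell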
Yfh1-off respiration = mitochondrial function rescue without frataxin homolog – Friedreich's ataxia, plus single-dose screen, dose response (AID 1465); S. cerevisiae Yfh1-off respiration, WST-1 reduction, 72 h; higher fold induction means a stronger effect; fold induction at 50 µM, or EC50 in µM where a hit was titrated; actives 0.074% (n = 220,000);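 active means fold induction of absorbance versus untreated yeast above a set limit, then at least 30% activation at any dose in follow-up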;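 further: activators that raise dye reduction in frataxin-depleted yeast; strong numbers were not always called active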
WT yeast gro inh mutant strain = second read-out of WT yeast gro inh, no call of its own (marks repeat the call); inhibition, %; mitochondrial fusion phenotypic screen, mutant strain inhibition
Dynein cargo inh cytoplasmic EGFP = further read-out of Dynein cargo inh, marked with its call; z-score; measured here: cytoplasmic GR-EGFP intensity; hits give high values
Dynein cargo inh nuclear GR-EGFP = further read-out of Dynein cargo inh, marked with its call; z-score; measured here: nuclear GR-EGFP intensity;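 lower value marks the stronger effect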
Dynein cargo inh cell count = recorded beside Dynein cargo inh, whose call it bears; z-score; measured here: cell count per field
b-catenin transl cell count 5 µM = recorded beside b-catenin transl, whose call it bears; cell count; measured here: cell count, cytotoxicity flag
T cell HTS vesicle-bound % = second read-out of T cell HTS, no call of its own (marks repeat the call); double positive events, %; measured here: CD8+ vesicle-bound cell fraction;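 binding gate set so that unloaded-vesicle control wells show 10% double positive cells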
MT stabilize HCS Hoechst-high % = further read-out of MT stabilize HCS, marked with its call; % Hoechst-high responders; measured here: nuclear condensation Hoechst responders;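 share of cells brighter than vehicle mean plus two SD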
MT stabilize HCS cytotoxicity % = also measured in MT stabilize HCS; calls as there; toxicity, %; measured here: cytotoxicity by cell density;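 0% = mean cell density of plate MIN control wells and 100% = no cells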
Autophagy mod cell loss 18 h = also measured in Autophagy mod; calls as there; toxicity, %; measured here: cell loss, nuclei count;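 cell loss after 18 h compound exposure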
* hit, by the source's call; i = inactive; nt = no result given.

Molecule	T cell HTS	T cell HTS vesicle-bound %	MT stabilize HCS	MT stabilize HCS Hoechst-high %	MT stabilize HCS cytotoxicity %	Dynein cargo inh	Dynein cargo inh cytoplasmic EGFP	Dynein cargo inh nuclear GR-EGFP	Dynein cargo inh cell count	WT yeast gro inh	WT yeast gro inh mutant strain	Autophagy mod	Autophagy mod cell loss 18 h	M17LAP inhibition	M1AAP inhibition	b-catenin transl	b-catenin transl cell count 5 µM	Yfh1-off respiration
CCS(=O)(=O)N1CCN(c2ccc([N+](=O)[O-])c(NCc3cccnc3)c2)CC1	i	21	2.5	2.4	11	-0.12	-0.24	0.055	-0.5	-9	-4	i	0	4%	7%	0.2	1030	i
CCOc1cc(/C=N/NC(=O)c2cccc([N+](=O)[O-])c2)ccc1OS(=O)(=O)c1ccccc1	i	25	1.7	1.5	9.5	-0.76	-0.21	0.22	0.18	-3	-5	i	-19	-2%	3%	-1.7	1332	i
COc1ccc(N2C(=O)NC3CC2(C)Oc2ccccc23)cc1 (stereo unspecified)	i	57	3.3	2.2	7.7	-0.24	-0.28	-0.46	0.53	-12	17	i	2	-3%	5%	1.2	1078	i
CNNC(=S)NC1CC2CC1C1C=CCC21 (stereo unspecified)	i	14	nt	nt	nt	1.2	-0.22	0.81	-0.36	nt	nt	nt	nt	-4%	-3%	-2.5	1109	i
CC1(C)CC2CC(C)(CN2S(=O)(=O)c2ccc(C(=O)Nc3cc(S(=O)(=O)N4CCOCC4)ccc3Cl)cc2)C1 (stereo unspecified)	i	56	1.4	5.6	14	0.72	-0.29	-0.04	-0.48	7	0	i	-3	13%	3%	nt	nt	i
Cc1c(Br)c([N+](=O)[O-])nn1CC(=O)N1CCc2ccccc21	i	26	2.8	0.7	5.1	0.045	-0.29	0.24	0.94	-7	-30	i	18	-3%	6%	-4.0	1080	i
Cc1nc(SCC(=O)Nc2cc(C)on2)c2c(C)c(C)sc2n1	i	12	2.9	2.3	6.4	-0.61	-0.26	0.1	-1.1	-1	-4	i	-7	6%	3%	-1.0	1149	i
CC(C)CNC(=O)c1ccccc1SCC(=O)NC12CC3CC(CC(C3)C1)C2	i	54	1.9	3.3	10	0.2	-0.24	0.38	0.12	50	-2	i	-1	-8%	5%	1.9	943	i
CCCn1nc(NC(=O)c2ccccn2)c2cc3cc(C)ccc3nc21	i	60	1.7	2.1	11	-0.35	-0.34	-0.055	0.46	-1	-5	i	4	-9%	-6%	-2.6	1146	i
Cc1cccc2cc(CNCc3ccccc3)c(Cl)nc12	i	31	2.0	2.9	4.6	-0.92	-0.25	-0.22	1.1	12	9	i	6	16%	7%	-1.6	1024	i

Given with two lines to a compound: part of the list above
Each structure is followed by: T cell HTS | T cell HTS vesicle-bound % | MT stabilize HCS | MT stabilize HCS Hoechst-high % | MT stabilize HCS cytotoxicity % | Dynein cargo inh | Dynein cargo inh cytoplasmic EGFP | Dynein cargo inh nuclear GR-EGFP | Dynein cargo inh cell count | WT yeast gro inh | WT yeast gro inh mutant strain | Autophagy mod | Autophagy mod cell loss 18 h | M17LAP inhibition | M1AAP inhibition | b-catenin transl | b-catenin transl cell count 5 µM | Yfh1-off respiration
Cc1cccc2cc(CNCc3ccccc3)c(Cl)nc12
  i | 31 | 2.0 | 2.9 | 4.6 | -0.92 | -0.25 | -0.22 | 1.1 | 12 | 9 | i | 6 | 16% | 7% | -1.6 | 1024 | i
Cc1nc(SCC(=O)Nc2cc(C)on2)c2c(C)c(C)sc2n1
  i | 12 | 2.9 | 2.3 | 6.4 | -0.61 | -0.26 | 0.1 | -1.1 | -1 | -4 | i | -7 | 6% | 3% | -1.0 | 1149 | i

Other structures follow:
Molecule	T cell HTS	T cell HTS vesicle-bound %	MT stabilize HCS	MT stabilize HCS Hoechst-high %	MT stabilize HCS cytotoxicity %	Dynein cargo inh	Dynein cargo inh cytoplasmic EGFP	Dynein cargo inh nuclear GR-EGFP	Dynein cargo inh cell count	WT yeast gro inh	WT yeast gro inh mutant strain	Autophagy mod	Autophagy mod cell loss 18 h	M17LAP inhibition	M1AAP inhibition	b-catenin transl	b-catenin transl cell count 5 µM	Yfh1-off respiration
CCS(=O)(=O)c1ccc2oc(SCC(=O)c3ccco3)nc2c1	i	56	2.4	1.1	2.1	-0.51	0.033	-0.21	-0.11	-4	3	i	-1	-4%	3%	5.8	1403	i
Cc1ccccc1C(=O)OCCN(C)Cc1ccccc1	i	58	1.6	1.7	6.8	-0.54	0.88	0.086	-0.11	-9	0	i	12	-9%	-1%	-0.9	1022	i
Cc1ccc(C(=O)Nc2cccc(C(F)(F)F)c2)cc1NC(=O)c1ccno1	i	27	nt	nt	nt	0.43	-0.68	0.23	-0.76	nt	nt	nt	nt	6%	2%	-1.5	1346	i
COc1cccc(NC(=O)Nc2nnc(N3C(C)CCCC3C)s2)c1 (stereo unspecified)	i	34	nt	nt	nt	-0.15	-0.23	0.076	0.5	nt	nt	nt	nt	1%	5%	0.3	1354	i
COCCN(CCOC)S(=O)(=O)c1ccc(C(=O)NCCCN2CCOCC2)cc1	i	29	2.1	2.8	9.2	-0.67	-0.2	-0.066	0.42	14	21	i	-7	6%	0%	-6.1	1017	i
CCOC(=O)Cc1nnc(NC(=O)CSc2nc3ccccc3[nH]2)s1	i	30	nt	nt	nt	-1.1	-0.21	-0.16	1.4	nt	nt	nt	nt	-11%	-6%	-0.7	1392	i
COc1ccc(C(=O)Nc2nc(C)c3cc4c(cc3n2)OCO4)cc1	i	55	5.9	1.9	1.9	0.52	-0.22	0.45	-0.28	11	11	i	9	9%	5%	1.7	1110	i
CCOC(=O)C(CC)Sc1nnc2cc(C)c3ccccc3n12 (stereo unspecified)	i	59	2.8	1.4	8.8	-0.52	-0.27	-0.72	0.33	-7	-2	i	-3	12%	6%	nt	nt	i
Cc1ccc(S(=O)(=O)C(F)(F)F)cc1NC(=O)c1cccnc1	i	17	2.9	0.4	61	-0.29	-0.26	0.22	-0.22	20	-3	i	8	-6%	-9%	-2.9	1326	i
O=c1c(C=Nc2ccc(Oc3ccccc3)cc2)c[nH]n1-c1cccc(Cl)n1	i	38	1.6	1.7	6.9	-0.74	-0.17	-0.4	0.81	2	2	i	4	-11%	4%	-0.8	1449	i
N=C1c2ccccc2CN1NC(=O)c1cccc(S(=O)(=O)N2CCCCC2)c1	i	53	2.7	3.5	2.8	-0.83	-0.29	-0.7	1.1	-18	-10	i	11	3%	7%	-1.0	997	i
COc1ccc(-c2nnc(Nc3ccc(S(=O)(=O)Nc4nccs4)cc3)c3ccccc23)cc1	nt	nt	1.5	1.4	8.6	-0.74	-0.29	-0.3	1.2	13	-2	i	-1	6%	6%	-0.9	577	i
CCOC(=O)N1CCN(C(=O)CN(Cc2ccccc2)S(=O)(=O)c2ccc(OC)c(Cl)c2)CC1	i	11	2.6	2.4	2.6	0.57	-0.22	0.27	0.12	nt	nt	i	-1	0%	18%	-0.5	1151	i
O=C(O)/C(=C\c1cccc(F)c1)c1ccc(S(=O)(=O)N2CCCCC2)s1	i	31	8.3	1.1	8.6	-0.61	-0.19	-0.42	-0.002	-3	-3	i	7	6%	2%	4.7	1010	i
COc1ccc(-c2c(C)[nH]n3c(=O)c(Cc4ccccc4)c(C)nc23)cc1OC	i	41	5.1	5.0	1.1	-0.36	-0.29	0.41	-0.57	3	13	i	-9	3%	-8%	-7.6	1077	i
CCn1c(COc2c(C)cccc2C)nnc1SCC(=O)N1CCN(c2ccccc2)CC1	i	55	1.6	2.2	8.2	0.15	-0.16	0.37	0.39	1	5	i	40	4%	4%	-1.9	935	i
Cc1ccc(-c2cc(C(=O)Nc3c(C)n(C)n(-c4ccccc4)c3=O)[nH]n2)c(O)c1	i	53	2.0	1.9	6.8	0.93	-0.23	0.55	-0.0098	-1	14	i	0	-5%	3%	-2.8	988	i
CC(=O)Nc1ccc2nc(CN3CCN(Cc4ccc(F)cc4)C(CCO)C3)ccc2c1 (stereo unspecified)	i	30	2.1	1.3	5.8	-0.12	-0.32	-0.27	0.65	11	8	i	-30	3%	2%	0.5	952	i
COC(=O)c1c(C)c[nH]c1C	i	9	0.7	0.6	3.4	0.94	-0.25	0.72	-0.13	-3	4	i	2	-2%	1%	1.9	1037	nt
O=[N+]([O-])c1ccc(N2CCCCC2)nc1N1CCCCC1	i	42	nt	nt	nt	1.1	0.026	0.7	-1.8	nt	nt	nt	nt	-4%	3%	-2.3	1117	i
COc1ccc2cc(C)c3nnc(SCC(=O)Nc4nc(-c5ccc(F)cc5)cs4)n3c2c1	i	3	2.2	5.4	0.9	0.33	0.15	0.35	0.11	9	10	i	8	1%	1%	-0.6	553	i
CC(C)(C)NC(=O)CSc1nc2ccccc2n1-c1ccccc1	i	7	1.0	1.1	5.7	-0.2	-0.27	0.51	1.7	16	10	i	-1	0%	-9%	1.4	1072	i
CCC(c1nnnn1C(C)(C)CC)N(CCN1CCOCC1)Cc1cc2cc(C)ccc2[nH]c1=O (stereo unspecified)	i	54	2.8	1.7	2.9	-0.79	-0.25	0.054	0.73	10	20	i	33	3%	15%	nt	nt	nt
